FN deposit inh – fibronectin deposition inhibition. AID 743247. hit rate 0.086% among 350,000. inhibition, % at 12.6 µM. AH1F fibroblasts, Alexa488-fibronectin deposition fluorescence, overnight;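 active = mean inhibition across replicates of 30% or more, regardless of how many single replicates reach that level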;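 also: positive control wells lacked labelled fibronectin entirely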
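Material – AH1F fibroblast monolayer, labelled fibronectin deposition · Reagent – labelled fibronectin 24 nM · Timing – 1 h adhesion, overnight exposure · Measured by – fluorescence at 485 nm excitation, 525 nm emission · Read-out – inhibition of fibronectin deposition signal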
CFTR F508del cor – correctors of CFTR F508del function in bronchial epithelial cells; AID 720511; CFBE cells, YFP halide quenching; stimulated with forskolin plus potentiator P3; % fluorescence drop versus neutral controls; hit rate 0.36% among 350,000; activity (quench increase), % at 7.58 µM;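 active = mean added fluorescence quench of at least 8% versus neutral control, with both replicates also reaching 8%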;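 also: cells transiently co-express mutant CFTR-F508del with the halide-sensitive YFP; corrector assay measuring rescue of mutant channel to the surface after 24 h compound exposure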
PGC1a acetyl inh – modulators of PGC1a acetylation; U2OS PGC1a acetylation, AlphaScreen anti-acetyl-lysine; with virally co-expressed GCN5 acetyltransferase; inhibition, % at 15.6 µM; hit rate 0.17% among 350,000; AID 651687;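 active = every replicate shows inhibition of at least 40%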;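 also: 0% = neutral control wells and 100% = positive control wells; some results beyond the cut were filed as inactive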
GSIS activator – primary screen for activators of insulin secretion dependent on glucose, INS-1E cells, GLuc reporter luminescence; INS-1E GLuc reporter insulin secretion, 2-3 h; activation, % at 16.6 µM; hit rate 0.61% among 370,000; AID 743287;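 active = lowest replicate activation of at least 40%, so every replicate reaches that level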;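 also: 0% = median of neutral control wells and 100% = median of IBMX positive control wells; some compounds called inactive have numbers as strong as hits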
miR122 inh – blocks miR-122 activity in Huh7 sensor cells | Huh7 miR-122 Renilla luciferase sensor, 48 h; neutral wells = 0, positive control = 100 | activation (reporter increase), % at 12.5 µM | hit rate 0.3% among 340,000 | AID 602342;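 active = mean replicate activation score at least 90 and every replicate individually at or above 90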;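 also: higher luciferase means less miR-122 activity so hits act as miR-122 inhibitors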
Statin myotox sup – suppressors of simvastatin-induced myotoxicity in C2C12 myotubes | AID 602340 | hit rate 0.78% among 330,000 | ATP luminescence, 48 h; scaled: DMSO 0, geranylgeraniol control 100 | rescue of ATP level, % at 7.49 µM;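 active = mean ATP rescue above about 67%, or every replicate alone reaching that limit, limit read from the data, passing the limit was not always enough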;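 also: myotubes were challenged with 10 µM simvastatin during compound exposure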
Cneo AK release – causes C. neoformans cell lysis. adenylate kinase release luminescence, 4 h; normalised: neutral wells 0, clomiphene wells 100. lysis activity, % at 15 µM. hit rate 0.2% among 360,000;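 active = mean lysis activity across replicates of at least 80%, whatever share of replicates individually reach that level; inactive = mean lysis activity below 80%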
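Material – log-phase Cryptococcus neoformans yeast cells · Input – 5 × 10^6 yeast cells/mL · Medium – fresh YPD growth medium · Doses – single compound concentration per well · Timing – static 4 h at 37 °C with compound, 1 h detection · Detection – adenylate kinase release luminescence · Read-out – signal increase indicating cell lysis · Control set – Clomiphene as positive lysis control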
PglD inh – PglD (C. jejuni) enzyme inhibition. purified PglD enzyme, DTNB colorimetric CoA detection. inhibition, % at 12.5 µM. hit rate 0.098% among 360,000; in the data active = inhibition above about 16%, passing the limit was not always enough; also: strong numbers were not always called active
An asterisk follows results filed as active; / = not tested or not shown; [ ] = remark or other dose.

#1 COc1cc(C)c(Cl)cc1S(=O)(=O)NCCN1CCOCC1
#2 O=C(CN(CC1CCCO1)C(=O)CNS(=O)(=O)c1ccc(Cl)cc1)NC1CCCC1 (stereo not given)
#3 COc1ccc(OC)c(CCNC(=O)CCC(=O)N2CCOc3ccc(C)cc32)c1
#4 CCOc1ccc(NC(=O)CN(C)C(=O)c2c(C)nn(-c3ccc(F)cc3)c2Cl)cc1OCC
#5 Cc1nc(CN(C)Cc2nc(Cc3cccc(F)c3)no2)cs1
Assay by compound	1	2	3	4	5
FN deposit inh	/	-6	-10	/	0
CFTR F508del cor	/	1.4	6.0	-7.9	0.9
PGC1a acetyl inh	-12	/	-17	/	/
GSIS activator	/	10	-17	-5	-2
miR122 inh	39	/	-2	/	-7
Statin myotox sup	123*	-10	18	0	-9
Cneo AK release	3	3	0	1	0
PglD inh	-1	-4	5	0	5

#6 COc1ccc(CN(C)C[C@@H]2OCc3cn(nn3)CCCC(=O)N([C@H](C)CO)C[C@@H]2C)cc1
#7 C[C@H]1CN([C@@H](C)CO)C(=O)c2cc(C3=CCCC3)cnc2O[C@@H]1CN(C)C(=O)NC1CCCC1
#8 O=C(CSC(=S)N1CCCC1)NCC(=O)Nc1ccccc1Br
#9 CCCC1(C)NC(=O)c2ccccc2O1 (stereo not given)
#10 CCCCC(NC(C)=O)c1nc2ccccc2[nH]1 (stereo not given)
Assay by compound	6	7	8	9	10
FN deposit inh	2	/	0	5	2
CFTR F508del cor	-0.8	6.8	4.6	-0.3	2.7
PGC1a acetyl inh	0	-11	-3	2	/
GSIS activator	-6	9	-10	-4	-7
miR122 inh	2[16.7 µM]	3[16.7 µM]	-11	/	/
Statin myotox sup	32	6	-4	/	-3
Cneo AK release	1	0	3	/	7
PglD inh	2	7	-1	/	1

#11 CCCCCN1C/C=C\C(c2ccc(OC)cc2)N(Cc2ccc(F)cc2)C(=O)C1 (stereo not given)
#12 O=C1N(c2ccccc2)C[C@@H]2C[C@@H](c3cccs3)N3CCC[C@@]123
#13 C[C@@H]1CN([C@@H](C)CO)C(=O)c2cccc(NC(=O)c3cnccn3)c2O[C@@H]1CN(C)Cc1ccc(C(=O)O)cc1
#14 COc1ccc(S(=O)(=O)Nc2cccc3c2O[C@H](CN(C)S(=O)(=O)c2cn(C)cn2)[C@H](C)CN([C@H](C)CO)C3=O)cc1
#15 O=C(CN1CCC(c2nc3ccccc3s2)CC1)N1CCCCC1
Assay by compound	11	12	13	14	15
FN deposit inh	-3	-7	/	-3	7
CFTR F508del cor	2.3	1.2	0.1	-2.1	-0.3
PGC1a acetyl inh	-1	-6	3	7	0
GSIS activator	-20	-25	-7	4	4
miR122 inh	-6	30	0[16.7 µM]	3[16.7 µM]	-2
Statin myotox sup	17	-7	/	-13	19
Cneo AK release	1	/	5	49	-2
PglD inh	1	/	5	-1	1

#16 Cn1nccc1C(=O)N1CCCC(N2CCN(c3cccc(C(F)(F)F)c3)CC2)C1 (stereo not given)
#17 COc1ccc(C(CNC(=O)CSc2ccccc2)N2CCOCC2)cc1 (stereo not given)
#18 Cc1ccc(S(=O)(=O)NCCN2CCOCC2)c(C)c1
#19 Cc1ccc(S(=O)(=O)N2C[C@@H](C)[C@]3(C2)[C@H](O)[C@H](OC(=O)NC2CCCC2)C[C@H]2C(=O)N(c4ccccc4)C(=O)[C@H]23)cc1
#20 C[C@@H]1CN([C@@H](C)CO)C(=O)c2c(c3ccccc3n2C)-c2ccccc2CO[C@@H]1CN(C)S(=O)(=O)c1ccccc1F
Assay by compound	16	17	18	19	20
FN deposit inh	1	7	4	-3	-4
CFTR F508del cor	0.0	-1.1	3.3	-1.1	3.9
PGC1a acetyl inh	/	2	/	-3	-14
GSIS activator	-13	/	-4	-44	4
miR122 inh	8	2	/	-4	/
Statin myotox sup	-7	-13	-1	3	35
Cneo AK release	8	-3	0	-2	1
PglD inh	-3	-1	-2	3	0

#21 COc1ccc(-c2ccc3c(c2)O[C@@H](CN(C)CC2CCOCC2)[C@@H](C)CN([C@H](C)CO)S3(=O)=O)cc1
#22 CC(C)NC(=O)N(C)C[C@H]1OCCCC[C@@H](C)Oc2ccc(NS(=O)(=O)c3ccccc3)cc2C(=O)N([C@@H](C)CO)C[C@H]1C
#23 COc1ccc(C)cc1-n1nnnc1SCC1CCCCO1 (stereo not given)
#24 CCCCCSc1nc(N2CCOCC2)c2c(c1C#N)CC(C)(C)OC2
#25 COc1ccc(CN(C)C[C@@H]2OCCCC[C@@H](C)Oc3ccc(NC(=O)Nc4ccccc4)cc3C(=O)N([C@@H](C)CO)C[C@@H]2C)cc1
Assay by compound	21	22	23	24	25
FN deposit inh	4	/	5	-1	-24
CFTR F508del cor	-1.3	2.0	/	/	-3.3
PGC1a acetyl inh	-7	-20	-6	-1	-8
GSIS activator	8	-5	/	/	-32
miR122 inh	-1[16.7 µM]	10[16.7 µM]	25	-2	21[16.7 µM]
Statin myotox sup	-38	/	16	/	/
Cneo AK release	0	-2	1	1	41
PglD inh	3	-2	11	-3	-1

One compound at a time, as listed above. Values in the order: FN deposit inh	CFTR F508del cor	PGC1a acetyl inh	GSIS activator	miR122 inh	Statin myotox sup	Cneo AK release	PglD inh
`CC(C)NC(=O)N(C)C[C@H]1OCCCC[C@@H](C)Oc2ccc(NS(=O)(=O)c3ccccc3)cc2C(=O)N([C@@H](C)CO)C[C@H]1C` is listed as /	2.0	-20	-5	10[16.7 µM]	/	-2	-2
`COc1ccc(C)cc1-n1nnnc1SCC1CCCCO1` (stereo not given) is listed as 5	/	-6	/	25	16	1	11

The list goes on.
#26 CCOC(=O)c1nnn(-c2nonc2-n2cccc2)c1CN1CCC(C)CC1
#27 COc1ccccc1CNC(=O)CCNS(=O)(=O)c1ccc2c(c1)oc(=O)n2C
#28 C[C@@H]1CN([C@@H](C)CO)C(=O)Cc2cc(NC(=O)NC3CCCCC3)ccc2O[C@@H]1CN(C)C(=O)Nc1cccc2ccccc12
#29 O=C(O)c1ccccc1OC(=O)C12CC3CC(CC(C3)C1)C2
#30 Cc1ccc(-n2nc3c(=O)n(CCCC(=O)NCc4ccc(C)o4)nc(C)c3c2C)cc1
Assay by compound	26	27	28	29	30
FN deposit inh	/	-4	/	-10	-1
CFTR F508del cor	/	-2.5	-2.7	-1.4	5.5
PGC1a acetyl inh	-46	-5	5	-1	-2
GSIS activator	/	-9	-6	14	-27
miR122 inh	-13	-10	-1[16.7 µM]	/	-16
Statin myotox sup	2	1	-11	-5	-14
Cneo AK release	2	-1	-7	/	2
PglD inh	-2	-2	-2	/	-2

#31 Cc1cc(C)cc(NC(=O)CN2CCC(NC(=O)Cc3ccccc3)CC2)c1
#32 CC1=C(C)N(C)[C@H](c2ccccc2Br)[C@H](O)C1=O
#33 CCCN1CCN(C(=O)Cn2nc(C)n3c(cc4sccc43)c2=O)CC1
#34 Cc1ccc(OCC(=O)Nc2ccc3c(c2)nc(CCN2CCCC2)n3C)cc1
#35 Cc1ccc(-n2nnc3c(=O)n(Cc4ccccn4)cnc32)cc1C
Assay by compound	31	32	33	34	35
FN deposit inh	/	14	-9	-2	/
CFTR F508del cor	-1.8	1.5	1.6	-0.5	-2.6
PGC1a acetyl inh	17	9	-7	/	-2
GSIS activator	13	0	4	-14	-8
miR122 inh	/	-4	-2	-2	-8
Statin myotox sup	-23	-1	3	-5	-2
Cneo AK release	0	-1	-2	0	-1
PglD inh	1	0	-4	8	-6

#36 O=C(CSc1nnc(CNC(=O)c2ccco2)o1)Nc1ccc(F)cc1F
#37 CCCCN(C)C(=O)CSc1nc(NCc2ccc(OC)cc2)c2ccccc2n1
#38 O=C(N/N=C/c1ccc[nH]1)c1cc(-c2ccc(Cl)cc2)nc2ccccc12
#39 CCOCCCn1c(=S)[nH]c2cc(C(=O)N3CCN(c4ccccc4)CC3)ccc2c1=O
#40 CC(Cc1ccsc1)NC(=O)CCc1nnc(COc2ccccc2)o1 (stereo not given)
Assay by compound	36	37	38	39	40
FN deposit inh	-8	/	0	-7	18
CFTR F508del cor	1.9	/	2.5	0.6	-0.6
PGC1a acetyl inh	6	5	9	-18	-2
GSIS activator	-4	-28	-3	13	11
miR122 inh	-2	5	/	-1	-6
Statin myotox sup	1	-3	/	11	6
Cneo AK release	2	0	/	1	-1
PglD inh	0	0	/	4	2

#41 O=C(CSc1ccc2nnc(-c3ccccc3)n2n1)NCc1ccc2c(c1)OCO2
#42 CCN1C(=O)CCCc2ccccc21
#43 CSc1ccc(Cn2c(C)c(C(=O)NCc3ccc(Cl)c(Cl)c3)sc2=O)cc1
#44 Cc1c(NC(=O)c2cc3nc(-c4ccc(Br)cc4)cc(C(F)(F)F)n3n2)c(=O)n(-c2ccccc2)n1C
#45 Cc1ccc(C)c(OCc2ccc(C(=O)Nc3ccc([N+](=O)[O-])cn3)o2)c1
Assay by compound	41	42	43	44	45
FN deposit inh	7	/	9	4	-4
CFTR F508del cor	1.6	-2.9	0.7	/	2.7
PGC1a acetyl inh	-2	68*	/	4	-3
GSIS activator	/	11	0	/	-9
miR122 inh	-2	3	/	-2	-4
Statin myotox sup	4	4	32	5	3
Cneo AK release	-1	0	-1	/	2
PglD inh	/	7	-1	/	-2

#46 CC(=O)Nc1cc2c(c([N+](=O)[O-])c1C)C(C)(C)CC2(C)C
#47 CC1(C)C(=O)Nc2ccccc2N1C(=O)COC(=O)Cc1ccc(Cl)c(Cl)c1
#48 CCN(Cc1ccncc1)C(=S)Nc1ccccc1C
#49 C[C@H]1CN([C@@H](C)CO)C(=O)c2cc(NC(=O)c3ccncc3)ccc2O[C@H]1CN(C)C(=O)Nc1ccccc1
#50 CCN1CN=C(NS(=O)(=O)c2ccc(C)cc2)NC1
#51 O=C(O)C1C2C=CC(C2)C1C(=O)N1CCN(C/C=C/c2ccccc2)CC1 (stereo not given)
Assay by compound	46	47	48	49	50	51
FN deposit inh	6	-4	-8	/	/	/
CFTR F508del cor	-6.2	1.9	2.4	-0.7	/	/
PGC1a acetyl inh	/	7	4	6	-18	1
GSIS activator	/	-27	17	12	/	/
miR122 inh	-4	1	-5	0[16.7 µM]	2	1
Statin myotox sup	-5	2	6	2	1	-8
Cneo AK release	0	-1	-1	-1	3	0
PglD inh	1	1	1	1	1	3

Pulled by compound from the entries so far:
#46 CC(=O)Nc1cc2c(c([N+](=O)[O-])c1C)C(C)(C)CC2(C)C
#49 C[C@H]1CN([C@@H](C)CO)C(=O)c2cc(NC(=O)c3ccncc3)ccc2O[C@H]1CN(C)C(=O)Nc1ccccc1
#48 CCN(Cc1ccncc1)C(=S)Nc1ccccc1C
#47 CC1(C)C(=O)Nc2ccccc2N1C(=O)COC(=O)Cc1ccc(Cl)c(Cl)c1
Assay by compound	46	49	48	47
FN deposit inh	6	/	-8	-4
CFTR F508del cor	-6.2	-0.7	2.4	1.9
PGC1a acetyl inh	/	6	4	7
GSIS activator	/	12	17	-27
miR122 inh	-4	0[16.7 µM]	-5	1
Statin myotox sup	-5	2	6	2
Cneo AK release	0	-1	-1	-1
PglD inh	1	1	1	1
